# Source: PubChem
# HKDC1 inhibitor: HKDC1 (human) hexokinase inhibition; AID 493160; 0.16% of 340,000 active; inhibition, % at 20 µM; recombinant HKDC1, G6PDH/diaphorase resazurin coupled fluorescence; Q2TB90;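 active = inhibition above about 35% when tested at 20 µM, limit read from the data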;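 note: plate controls were DMSO wells with enzyme for no effect and DMSO wells lacking enzyme for full effect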
#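 Assay system – recombinant HKDC1 (HK5) hexokinase enzyme, produced in-house · Input – HKDC1 at 5 µg/mL · Reagent – glucose plus 1 mM ATP as hexokinase substrates · Timing – 90 min reaction incubation at room temperature, dark · Measured by – G6PDH/diaphorase-coupled fluorescence, 1 mM NADP, 100 µM resazurin, 525/613 nm · Benchmarks – DMSO-enzyme wells negative, buffer-substituted wells positive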
# SENP7 block: blocks the human protease SENP7 | Q9BQF6 | inhibition, % at 5 µM | recombinant SENP7, Z-RLRGG-aminoluciferin luminescence, 40 min | 1.5% of 330,000 active;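 active = inhibition above about 50% at the single test dose, limit read from the data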;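 note: plate controls were DMSO with enzyme for no effect and no enzyme buffer wells for full effect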
# PfGluPho inh: PfG6PD (Plasmodium falciparum) enzyme inhibition; 0.78% of 350,000 active; inhibition, % at 20 µM; PfGluPho enzyme, NADPH resazurin-diaphorase fluorescence;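 active = inhibition reaching at least a set limit at 20 µM in the primary screen, cut at about 59% in these data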;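 note: 0% = DMSO wells with substrate and 100% = DMSO wells lacking glucose-6-phosphate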
# MIN6 prolif: MIN6 beta-cell proliferation induction. MIN6 cells proliferation, ATPlite luminescence, 48 h; cells starved in 0.2% serum; 100% = growth in 10% serum. proliferation, % at 10 µM. 0.29% of 330,000 active;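 active = compounds whose signal lies at least 3.5 SD above the mean of all wells on their plate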;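 note: 0% = DMSO-treated cells in low-serum medium and 100% = 10% serum control; some compounds called inactive have numbers as strong as hits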
# SENP6 inh: SENP6 protease inhibition; Q9GZR1; Recombinant SENP6 catalytic domain, aminoluciferin luminescence; inhibition, % at 10 µM; 1.8% of 330,000 active; AID 2599;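 active = inhibition above about 50% at the single tested dose, limit read from the data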;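 note: plate controls were DMSO wells with enzyme for no effect and DMSO wells lacking enzyme for full effect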
# Target sequence (Q9GZR1 628-1112 limits assumed): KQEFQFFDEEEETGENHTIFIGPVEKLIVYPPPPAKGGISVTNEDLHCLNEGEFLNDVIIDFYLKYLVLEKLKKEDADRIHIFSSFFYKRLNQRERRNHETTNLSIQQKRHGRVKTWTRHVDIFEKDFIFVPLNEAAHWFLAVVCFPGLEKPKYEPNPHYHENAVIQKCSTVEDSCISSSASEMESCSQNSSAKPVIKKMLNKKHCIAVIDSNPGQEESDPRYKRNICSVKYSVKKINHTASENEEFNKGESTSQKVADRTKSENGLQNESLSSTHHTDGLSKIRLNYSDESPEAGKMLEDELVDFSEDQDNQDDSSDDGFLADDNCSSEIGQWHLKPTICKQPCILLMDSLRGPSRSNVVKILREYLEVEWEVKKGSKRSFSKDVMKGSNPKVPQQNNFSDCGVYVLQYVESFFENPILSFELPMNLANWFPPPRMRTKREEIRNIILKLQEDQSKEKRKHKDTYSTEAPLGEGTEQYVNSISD
# SENP8 block-1: inhibitors of human SENP8 protease; 1.2% of 330,000 active; AID 2540; purified SENP8, Z-RLRGG-aminoluciferin cleavage, luminescence; inhibition, % at 10 µM; Q96LD8; in the data active = inhibition above about 50%
# Target sequence (Q96LD8 whole entry, looked up): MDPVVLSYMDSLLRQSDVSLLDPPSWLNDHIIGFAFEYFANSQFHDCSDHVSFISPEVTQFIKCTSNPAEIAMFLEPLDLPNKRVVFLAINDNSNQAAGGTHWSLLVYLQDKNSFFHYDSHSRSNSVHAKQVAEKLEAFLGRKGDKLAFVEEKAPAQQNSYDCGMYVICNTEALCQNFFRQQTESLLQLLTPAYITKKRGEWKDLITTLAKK
# SENP8 block-2: inhibitors of human SENP8 protease | inhibition, % at 20 µM | recombinant SENP8, Nedd8 substrate fluorescence | AID 602440 | 0.64% of 360,000 active | Q96LD8; in the data active = inhibition mostly above about 40%, no sharp cut-off; inactive = mostly below about 27%
# SENP1 inh: blocks the human SENP1 SUMO protease catalytic domain; recombinant SENP1 catalytic domain, CyPet-SUMO1-YPet FRET cleavage; inhibition, % at 10 µM; 0.21% of 360,000 active; AID 624204;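 active = inhibition at least 30% at 10 µM, raw YFP signal under a set limit, fluorescence ratio 0.5 to 1.5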;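 note: 0% = enzyme with DMSO and 100% = no enzyme wells; some results filed as inactive read as strong as hits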
# Target sequence (Q9P0U3 419-644 limits assumed): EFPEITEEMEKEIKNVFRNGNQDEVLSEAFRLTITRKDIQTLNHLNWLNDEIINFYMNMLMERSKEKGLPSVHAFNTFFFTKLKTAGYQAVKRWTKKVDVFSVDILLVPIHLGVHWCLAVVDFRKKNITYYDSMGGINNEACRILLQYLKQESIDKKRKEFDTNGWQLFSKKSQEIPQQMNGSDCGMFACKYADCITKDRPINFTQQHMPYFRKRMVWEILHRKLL
#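 Material – human SENP1 catalytic domain · Input – SENP1 enzyme, 20 pM final · Compound dosing – single concentration of 10 µM compound, 0.5% DMSO final · Timing – enzyme reaction for 50 min at room temperature, dark · Measured by – FRET fluorescence in CFP and YFP emission channels · Control set – no-enzyme wells low, DMSO-plus-enzyme wells high control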
# UBC13 polyUb: blocks human UBC13 polyubiquitin chain formation. P61088. TR-FRET. inhibition, % at 20 µM. 0.47% of 330,000 active. AID 485273; in the data active = inhibition above about 45%, passing the limit was not always enough
# * marks the source's active call; other numbers are inactive results; . = no result given.
# Second line of a record – SENP8 block-2, HKDC1 inhibitor, SENP1 inh, SENP6 inh, SENP7 block, SENP8 block-1, MIN6 prolif, PfGluPho inh, UBC13 polyUb
O=C(CSc1nc2ccccc2c(=O)n1CCCN1CCOCC1)Nc1ccccc1OC(F)F
  5.5, 11.5, 3.4, -6.0, 5.6, -1.9, 7.0, -4.3, 7.5
CN1CCCC(OC(=O)c2ccc(Cl)cc2)C1 (stereo not given)
  4.3, -5.0, 2.4, -11.3, 0.9, 1.8, -1.2, 1.2, -0.8
CC(c1ccon1)N(C)C(=O)c1ccc2nc(Cc3cccc(Cl)c3)oc2c1 (stereo not given)
  11.2, -2.8, 1.6, -8.8, -7.0, -2.9, -0.7, -11.1, 9.0
CCn1c(=N)n(CC(=O)C(C)(C)C)c2ccccc21
  10.2, 7.0, 1.5, -5.9, 1.7, 6.1, -0.4, -12.4, 6.7
Nc1ncnc2c(C3OC(CO)C(O)C3O)c[nH]c12 (stereo not given)
  -10.6, -4.4, 2.7, ., ., ., ., 5.0, .
C=COCCNC(=S)N1CCOCCOCCN(C(=S)NCCOC=C)CCOCCOCC1
  14.6, -5.5, -1.0, 2.4, 4.3, -6.7, 2.2, -16.9, 9.7
Cc1ccc(NC(=O)CN2C(=O)NC(C)(C3CC3)C2=O)c(C)c1 (stereo not given)
  4.4, 1.0, 3.5, -14.5, -11.0, -8.9, 0.5, -9.4, -9.2
Cc1cc(C)n2c(SCC#N)nnc2n1
  6.2, -1.7, 0.8, 8.1, -5.5, -0.5, 4.0, 8.0, 7.3
O=C(Cc1nc2ccccc2[nH]1)c1cccc([N+](=O)[O-])c1
  -129.2, -9.5, -30.5, 37.8, -1.7, 10.9, -5.8, 2.8, -22.8
Nc1ccccc1C(=O)NC1CCCNC1=O (stereo not given)
  -470.0, -7.8, 3.6, 4.9, -0.5, 3.0, 1.2, -6.0, 12.9
Cc1ccc(NC(=O)c2nccnc2C(=O)O)cc1C
  14.0, -5.3, 3.2, -2.7, 23.7, -16.4, -3.9, -9.4, -3.3
CCOC(=O)c1[nH]c2ccccc2c1NC(=O)C(C)(C)C
  -381.8, -2.5, 0.6, 12.7, -3.3, 3.7, 0.7, 8.0, -2.1
CC(C)N(C(=O)Cn1cc(SCC(N)=O)c2ccccc21)C(C)C
  31.9, 1.5, 2.1, 4.1, 15.6, -1.0, 0.8, -4.2, -8.2
Cn1c(-c2cccc([N+](=O)[O-])c2)cnc1NCc1ccc(C#N)cc1
  15.7, -5.2, 0.9, -7.9, -5.8, 5.6, -3.8, 19.3, -0.7
Cc1cc2oc(=O)cc(CN3CCN(Cc4ccccc4)CC3)c2cc1O
  -65.4, -5.5, 1.8, -18.1, -1.3, -3.3, -0.9, 7.1, -5.8
O=C(CSc1ccc(S(=O)(=O)N2CCOCC2)cn1)Nc1ccc(OC(F)F)cc1
  20.6, -3.5, 1.7, -2.1, 5.7, 3.1, -3.0, 5.5, 2.9
COc1ccc(S(=O)(=O)N2CCNC(=O)C2)cc1Br
  17.3, 2.2, 2.5, 12.3, -2.8, -6.9, -2.7, -17.3, -12.1
COc1cccc(N2CC(C(=O)Nc3nnc(SCC(=O)N4CCOCC4)s3)CC2=O)c1 (stereo not given)
  -4.9, -6.2, -1.6, 6.6, 5.1, -1.9, -2.4, 13.8, 1.0
CC(=O)OCC(OC(C)=O)C(OC(C)=O)C(OC(C)=O)C(=O)Nc1ccccc1 (stereo not given)
  2.3, 1.2, 0.5, -4.0, -1.0, -9.9, -0.9, -13.4, 5.5
CNc1ncnc(Sc2ccc(Cl)cc2)c1[N+](=O)[O-]
  41.6*, 7.2, 0.8, -2.6, -0.1, 7.5, -3.9, 4.0, 4.4
NC(=O)[C@@H]1CCCN1C(=O)[C@@H](Cc1cnc[nH]1)NC(=O)[C@@H]1CCC(=O)N1
  5.7, -5.2, 3.3, 0.2, 0.6, -3.9, -2.1, -8.0, 8.4
CC1(C)CC(=O)/C(=C(\O)c2ccccc2)C(=NCCO)C1
  6.0, -9.1, -1.1, -11.5, 1.1, -3.1, -4.0, -0.3, -11.5
CCCn1nc(C(=O)NNC(=O)c2cc(S(=O)(=O)NC)ccc2Br)c2ccccc2c1=O
  -10.1, 3.1, 2.1, -28.9, -9.2, -13.5, 1.9, -20.8, -1.2
Cc1cccc(N(Cc2ccccc2)C(=O)c2ccc(S(C)(=O)=O)cc2)c1
  -7.8, -1.7, 2.9, -7.5, 4.3, 0.2, -0.5, -10.9, 4.0
O=C(NCc1ccc(F)cc1)C1CCCN1C(=O)Nc1ccc(F)cc1 (stereo not given)
  10.4, -3.4, 1.1, -3.0, 0.0, -5.8, 0.3, 0.1, -2.9
CCCn1c(CCc2ccccc2)nnc1SCC(=O)N1CCOCC1
  15.0, -6.2, 0.2, -11.9, -0.1, -6.0, -2.7, -2.1, 11.0
Cc1ccc(S(=O)(=O)c2c(C)cc(C)nc2Cl)c(C)c1
  7.1, 6.8, 1.1, 6.6, 3.8, 1.7, 4.0, 37.3, 3.4
O=C(c1ccccc1F)N1CCN(c2ccccn2)CC1
  9.1, -5.7, 2.2, -1.6, -1.2, 3.2, 1.5, -20.9, 1.7
CN(Cc1ccc(F)cc1)C(=O)c1sccc1-c1ccccc1
  -2.7, 0.3, 1.5, -12.9, 2.2, 8.1, -3.1, 11.0, 39.4
CCOc1ccc2oc(C(=O)N3CCN(Cc4ccccc4)CC3)c(C)c2c1
  -17.7, -2.5, -8.6, 2.3, -4.3, -7.8, -4.4, 0.6, -9.1

# Next part.
# Second line of a record – SENP8 block-2, HKDC1 inhibitor, SENP1 inh, SENP6 inh, SENP7 block, SENP8 block-1, MIN6 prolif, PfGluPho inh, UBC13 polyUb
COC(=O)[C@]1(Cc2ccccc2)N[C@H](CN(C)C(=O)Nc2ccc(OC)cc2)[C@@H]2C(=O)N(C)C(=O)[C@@H]21
  7.2, -4.2, 0.9, 0.4, -6.0, -4.0, -2.0, 10.9, 1.6
NC(=NCCc1ccccc1)NS(=O)(=O)c1ccccc1
  18.1, 11.3, 1.9, -1.5, -1.6, -6.8, -1.7, -6.1, -6.2
O=C(Nc1cccnc1Cl)c1cc(-c2ccc(O)cc2)on1
  8.2, 3.7, 1.7, -6.7, -3.3, -8.4, -1.5, -7.1, 4.6
CCC(=O)c1ccc(OCC(O)CN2CCOCC2)cc1 (stereo not given)
  10.8, -3.4, -0.4, -16.6, -6.4, -9.3, -0.4, -2.0, 10.1
COC(=O)c1ccc(NS(=O)(=O)c2cc3c4c(c2)CCN4C(=O)CC3)cc1
  9.3, -0.3, -1.5, 7.4, 3.4, 3.8, -2.0, -29.8, 2.5
CN(C)CCCN(C(=O)c1ccc(C(=O)c2ccccc2)cc1)c1nc2cc3c(cc2s1)OCCO3
  10.2, 3.0, 3.0, -15.7, -3.9, -4.0, -5.5, 6.7, 92.0*
COC(=O)c1ccccc1NC(=O)CSc1nnc(-c2cccnc2)o1
  5.4, -2.4, -1.3, -9.2, 1.6, 4.5, -2.4, 6.3, 0.2
CCN(CC)S(=O)(=O)c1ccc(Cl)c(NC(=O)COC(=O)c2c(C)noc2C)c1
  3.3, -4.8, -1.2, -11.0, 1.7, 1.7, -2.5, -3.1, -8.1
CC(C)CC(=O)NC(=S)Nc1ccc(S(=O)(=O)Nc2nccs2)cc1
  15.2, -2.4, -3.2, -7.4, 3.3, -0.6, 0.0, -21.6, -6.5
O=c1cn[nH]c2ccc(Br)cc12
  0.3, 3.3, 1.3, ., ., ., ., -11.6, .
CCOC(=O)C1(Cc2cccc(Cl)c2)CCCN(C(=O)c2cccc(C)n2)C1 (stereo not given)
  20.9, -3.2, -0.9, 11.3, 9.3, -9.1, 3.5, -7.8, -6.9
O=C(COC(=O)C1CC1)Nc1ccc2c(c1)OCO2
  12.5, -8.5, 0.2, 14.6, 11.7, -4.8, -2.2, -5.8, 8.2
O=C(OCC(=O)c1ccc(Cl)s1)c1ccc(CO)cc1
  10.0, -3.4, 3.7, -9.2, 12.0, -15.1, -3.0, -9.5, -2.6
CN(CCO)C(=O)CCC(=O)Nc1ccc(S(N)(=O)=O)cc1
  13.3, -6.8, 1.1, -6.3, 12.0, 4.8, -1.1, -12.3, -6.4
CCn1c(CNC(=O)c2cccc(C)c2)nnc1SCC(=O)NC1CCCC1
  1.2, -5.6, 0.1, -9.8, -1.2, 0.8, -5.0, 1.3, 2.1
CCc1ccc2c(c1)c1nnc(NN)nc1n2C
  64.5*, 4.8, -1.2, 12.7, -5.9, 6.2, -3.8, 5.2, -12.9
COc1ccccc1NC(=O)C(C)OC(=O)Cc1n[nH]c(=O)c2ccccc12 (stereo not given)
  5.8, -1.1, -0.6, 3.9, -2.6, 2.1, 2.5, 1.3, 3.4
CC(=O)c1ccc(NC(=O)c2noc(C)c2[N+](=O)[O-])cc1
  11.3, -6.0, 2.5, -3.0, 14.5, -0.3, -1.0, -8.6, -9.2
COc1cccc(-c2cc(C(=O)N3CCN(C(=O)c4ccco4)CC3)[nH]n2)c1
  10.0, -3.3, 0.5, -10.8, 3.5, -17.4, -2.9, -15.4, 1.9

# Record cards, from the list above. Values in the order: SENP8 block-2 | HKDC1 inhibitor | SENP1 inh | SENP6 inh | SENP7 block | SENP8 block-1 | MIN6 prolif | PfGluPho inh | UBC13 polyUb
# O=C(COC(=O)C1CC1)Nc1ccc2c(c1)OCO2 is entered as 12.5 | -8.5 | 0.2 | 14.6 | 11.7 | -4.8 | -2.2 | -5.8 | 8.2
# NC(=NCCc1ccccc1)NS(=O)(=O)c1ccccc1 is entered as 18.1 | 11.3 | 1.9 | -1.5 | -1.6 | -6.8 | -1.7 | -6.1 | -6.2

# Taken from above.
# `CN(CCO)C(=O)CCC(=O)Nc1ccc(S(N)(=O)=O)cc1` | SENP7 block: 12.0
# `COC(=O)[C@]1(Cc2ccccc2)N[C@H](CN(C)C(=O)Nc2ccc(OC)cc2)[C@@H]2C(=O)N(C)C(=O)[C@@H]21` | UBC13 polyUb: 1.6
# `NC(=NCCc1ccccc1)NS(=O)(=O)c1ccccc1` | MIN6 prolif: -1.7
